Gal4-VP16 FLuc = counter-screen for ROR gamma inhibitors: Gal4-VP16 reporter; Drosophila S2 Gal4-VP16 UAS-luciferase, luminescence, 20 h; Potency, µM (top dose mostly 53.6 µM), without a hit: at the highest dose activity, negative = inhibition, usual class: inhibitors; hit rate 3.5% among 310,000; AID 2546;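 further: Gal4-VP16 expression switched on by copper sulfate through the metallothionein promoter; potency means the concentration at half of the fitted maximal effect; on the % scale 0 is the no-effect control and ±100 the full control effect; nearly all actives have a fitted effect of over 50% in size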
Menin MLL FP TR = menin-MLL binding inhibition, Texas Red mutant peptide; O00255; hit rate 0.23% among 270,000; Potency, µM (top dose mostly 61.6 µM), without a hit: top-dose FP activity change, negative = inhibition, actives largely listed as inhibitors; Menin + Texas Red MLL mutant peptide, fluorescence polarization; active means well fitted inhibition curve with a large enough effect in the polarisation, with a control signal flat, not every such curve was filed as active; inconclusive means small, poorly fitted or top-dose-only effect, or effect the other way, or a change in a side signal; inactive means no such curve, though single readings can be large or run the other way; the % refers to the polarisation; further: potency means the concentration at half of the fitted maximal effect; % of control where 0% means no effect; many of its hits are not listed in these tables
NPC1 promoter act = activates the NPC1 promoter. Huh7 NPC1 promoter luciferase reporter, 24 h. Potency, µM (titrated, usually from 9.22 µM), for inactives: at the highest dose activation, usual class: activators. AID 485313. hit rate 2.4% among 320,000;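 further: potency means the concentration at half of the fitted maximal effect; % of control where 0% means no effect; nearly all actives have a fitted effect of over 60% in size; reporter is driven by a mutant NPC1 promoter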
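Huh7 cells stably carrying NPC1 promoter–luciferase, plated in Opti-MEM with 10% FBS for 2 h, were exposed to compound in DMSO for 24 h at 37 °C; luciferase reagent was added for 10 min and luminescence read.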
FLuc counter = firefly luciferase modulation, counter-screen for miR-21 project; P08659; purified FLuc, Km substrates, luminescence inhibition; Potency, µM (top dose mostly 57.5 µM), without a hit: at the top dose activity change, negative = inhibition, hits mostly inhibitors; hit rate 6.9% among 360,000;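 further: potency means the concentration at half of the fitted maximal effect; plate controls were vehicle for no effect and reference inhibitor for full effect; nearly all actives have a fitted effect of over 55% in size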
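Purified P. pyralis luciferase, 10 nM final, with Km-level 10 uM D-luciferin and 10 uM ATP in 50 mM Tris acetate pH 7.5, 10 mM Mg acetate, 0.01% Tween-20, 0.05% BSA; 6-point qHTS titration about 60 µM downward; luminescence read.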
RORgamma inh = ROR gamma (mouse) transcription inhibition. P51450. Drosophila S2 Gal4-RORgamma UAS-luciferase reporter, 20 h. Potency, µM (doses to about 53.6 µM), for the others: top-dose activity change, negative = inhibition, usual class: inhibitors. hit rate 5.4% among 310,000. AID 2551; further: potency means the concentration at half of the fitted maximal effect; on the % scale 0 is the no-effect control and ±100 the full control effect; nearly all actives have a fitted effect of over 60% in size
Target sequence (P51450 whole entry, looked up, the tested form may be a part): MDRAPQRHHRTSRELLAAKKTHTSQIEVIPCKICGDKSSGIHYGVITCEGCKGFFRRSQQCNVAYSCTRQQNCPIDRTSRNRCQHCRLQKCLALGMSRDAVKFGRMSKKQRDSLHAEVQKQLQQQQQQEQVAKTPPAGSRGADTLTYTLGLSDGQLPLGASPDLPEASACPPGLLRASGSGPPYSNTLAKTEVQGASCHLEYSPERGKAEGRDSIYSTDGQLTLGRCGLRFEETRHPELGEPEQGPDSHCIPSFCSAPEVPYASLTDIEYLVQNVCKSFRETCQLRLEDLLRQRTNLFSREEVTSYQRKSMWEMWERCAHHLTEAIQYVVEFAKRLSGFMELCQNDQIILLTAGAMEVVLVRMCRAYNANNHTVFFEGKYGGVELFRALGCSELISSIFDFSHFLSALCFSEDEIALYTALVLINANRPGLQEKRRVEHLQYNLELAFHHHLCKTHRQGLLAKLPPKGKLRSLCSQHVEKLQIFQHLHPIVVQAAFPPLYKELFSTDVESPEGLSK
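Schneider cells (Drosophila), stable Gal4 DBD–ROR gamma + UAS-luc; 1 hr cmpd preincubation; Cu2+ induction 700 uM final; 20 hr ambient; luminescence.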
Rab9 promoter act = Rab9 promoter activation; Huh7 Rab9 promoter-luciferase reporter, luminescence, 24 h; Potency, µM (series often up to 9.22 µM), without a hit: at the top dose activation, negative = inhibition, usual class: activators; hit rate 2.8% among 320,000; AID 485297; further: potency means the concentration at half of the fitted maximal effect; % of control where 0% means no effect; nearly all actives have a fitted effect of over 60% in size
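Huh7 cells stably carrying Rab9 promoter–luciferase reporter, plated 1500 cells/well, compound added after 2 h and incubated 24 h at 37 °C; luciferase luminescence then read after 10 min with detection reagent.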
PKM2 activator = activators of human pyruvate kinase M2; P14618; purified PKM2, Kinase-Glo ATP luminescence, activation; response scale: 0% is enzyme alone, no compound; Potency, µM (series often up to 57.5 µM), for inactives: top-dose activation, usual class: activators; hit rate 0.34% among 260,000; AID 1631; further: potency means the concentration at half of the fitted maximal effect; on the % scale 0 is the no-effect control and ±100 the full control effect; nearly all actives have a fitted effect of over 55% in size
Target sequence (P14618 whole entry, looked up): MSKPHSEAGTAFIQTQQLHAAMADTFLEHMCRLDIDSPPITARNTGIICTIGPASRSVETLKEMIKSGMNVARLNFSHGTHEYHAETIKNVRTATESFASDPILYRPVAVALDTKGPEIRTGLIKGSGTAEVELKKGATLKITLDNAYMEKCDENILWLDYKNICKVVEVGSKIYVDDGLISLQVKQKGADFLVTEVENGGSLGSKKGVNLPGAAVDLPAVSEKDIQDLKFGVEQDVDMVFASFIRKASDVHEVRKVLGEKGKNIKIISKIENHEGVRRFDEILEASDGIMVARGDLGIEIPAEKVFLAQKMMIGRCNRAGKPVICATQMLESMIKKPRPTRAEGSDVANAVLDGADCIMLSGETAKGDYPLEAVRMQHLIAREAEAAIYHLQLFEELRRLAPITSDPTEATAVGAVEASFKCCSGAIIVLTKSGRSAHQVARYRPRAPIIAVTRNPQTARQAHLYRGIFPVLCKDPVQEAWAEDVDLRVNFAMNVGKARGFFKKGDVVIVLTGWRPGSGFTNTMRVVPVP
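Purified hPK-M2 (>95% pure) converted ADP (0.1 mM final) to ATP with 0.5 mM PEP in 50 mM imidazole pH7.2, KCl, MgCl2, Tween 20, BSA; 1 h at room temperature. ATP detected by Kinase-Glo luminescence.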
ELG1 genotox = induces genotoxicity in HEK293T cells with luciferase-tagged ELG1 | hit rate 1.3% among 330,000 | AID 504466 | HEK293T ELG1-luciferase reporter, luminescence, 16 h | Potency, µM (doses to about 46 µM), for the others: top-dose activity change, positive = activation, most hits filed as activators; further: potency means the concentration at half of the fitted maximal effect; % of control where 0% means no effect; nearly all actives have a fitted effect of over 60% in size
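Genotoxic stress is detected as increased luminescence from luciferase-tagged ELG1 in HEK293T cells, measured with ONE-Glo after a 16 hr treatment at 37 °C.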
p53 reactivation = re-activators of mutant p53; Potency, µM (top dose mostly 92.2 µM), inactives show at the top dose activity change, positive = activation, usual class: activators; hit rate 0.063% among 320,000; H1299 p53-A138V BP100-luciferase reporter, luminescence, 24 h; further: potency means the concentration at half of the fitted maximal effect; % of control where 0% means no effect; nearly all actives have a fitted effect of over 45% in size
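H1299 (p53-null), stable ts p53-A138V + BP100-Luc; 1000 cells/well, Opti-MEM/10% FBS; cpd 4 pt, 1:5; 24 h, 37 deg C, 5% CO2; detection reagent 10 min RT; luminescence.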
BRCA1 expr up = activators of BRCA1 expression. MCF7-BRCA1-FFLuc reporter, luminescence, 48 h; response scale: scaled: vehicle 0%, 10 µM genistein 100%. Potency, µM (series often up to 46.1 µM), inactives show top-dose activation, hits mostly activators. hit rate 1.1% among 380,000. AID 624202; further: potency means the concentration at half of the fitted maximal effect; nearly all actives have a fitted effect of over 80% in size; some results filed as inactive show a strong effect at the top dose
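Activators of BRCA1 expression were detected as increased firefly luciferase luminescence in engineered MCF7 cells after 48 h compound incubation. Signals were scaled to genistein 10 microM as full activation.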
Giardia killer = Giardia lamblia killing; Giardia lamblia trophozoite viability; activity change, % at 7.66 µM, hits read low; hit rate 0.15% among 340,000; AID 540267; in the data active means activity change below about -80%; inconclusive means between about -30% and that limit;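 further: parasites exposed to compound for two days anaerobically before the ATP read; on the % scale 0 is the no-effect control and ±100 the full control effect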
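Luminescent ATP signal served as the viability read-out, measured 15-30 min after adding ATP detection reagent to trophozoites that had been incubated with compounds for 48 hrs at 37 deg C anaerobically at 100 cells/well.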
Starred values were filed as active, the others as inactive; u = inconclusive; x = not tested or not shown; [ ] = remark or other dose. Unless noted, the call rests on the fitted dose curve; in most records, active means well fitted curve in the direction sought with a large enough effect; inconclusive means small, poorly fitted or top-dose-only effect, or another doubt; inactive means no such curve, though single readings can be large; an effect the other way counts as inactive or inconclusive. Some of the compounds tested (hit frequency here may not be typical).

The opening 2 records as a preview:
SMILES | Gal4-VP16 FLuc | Menin MLL FP TR | NPC1 promoter act | FLuc counter | RORgamma inh | Rab9 promoter act | PKM2 activator | ELG1 genotox | p53 reactivation | BRCA1 expr up | Giardia killer
CC1SCC(=O)N(CC(=O)NC2CCCCC2)C1=O (centres undefined) | 14% | 1% | -3% | 2% | 8% | -5% | 0% | 0% | 1% | 0% | -5
CC(=O)Oc1ccc(-c2nc3ccccc3c(=O)o2)cc1 | x | -4% | -5% | 9.5µM* | x | 1% | -1% | -3% | x | -1% | -17

The listing (from the top)
SMILES | Gal4-VP16 FLuc | Menin MLL FP TR | NPC1 promoter act | FLuc counter | RORgamma inh | Rab9 promoter act | PKM2 activator | ELG1 genotox | p53 reactivation | BRCA1 expr up | Giardia killer
CC1SCC(=O)N(CC(=O)NC2CCCCC2)C1=O (centres undefined) | 14% | 1% | -3% | 2% | 8% | -5% | 0% | 0% | 1% | 0% | -5
CC(=O)Oc1ccc(-c2nc3ccccc3c(=O)o2)cc1 | x | -4% | -5% | 9.5µM* | x | 1% | -1% | -3% | x | -1% | -17
CCc1cccc(N=c2c([N+](=O)[O-])nn(-c3ccc(Cl)cc3)n2O)c1 | -4% | 21% | 0% | -8% | -3% | 3% | -2% | -1% | 18% | -38% | u
Cc1cc(C)c(NC(=O)COC(=O)c2nc3nccc(C)n3n2)c(Cl)c1 | x | x | -2% | -2% | x | -7% | x | x | x | -3% | 4
COc1ccc(N2C(=O)S[C@@H]3CS(=O)(=O)C[C@@H]32)cc1 | -8% | -4% | 1% | 1% | -8% | -2% | -4% | 1% | 4% | -4% | -9
Cc1sc2ncnc(N3CCC(C(=O)NNC(=O)c4ccc(F)cc4)CC3)c2c1C | x | x | 1% | 1% | x | -5% | x | -43%[inhibitor] | -1% | -29% | -5
O=C(CCN1C(=O)c2ccccc2S1(=O)=O)Nc1ccc(C(=O)O)cc1 | 9% | -1% | 1% | -1% | -17% | -7% | -10% | 3% | x | 7% | -11
CC1CC(C)CN(C(=O)C2CCN(S(=O)(=O)c3c(Cl)cccc3Cl)CC2)C1 (centres undefined) | 4% | x | 7% | 1% | -1% | -6% | 0% | -1% | -2% | -7% | -2
COc1ccc(C(=O)Nc2ccc(OCc3ccccc3)cc2)cc1[N+](=O)[O-] | u | u | 1% | 3% | 19% | 0% | -8% | 0% | 1% | 0%[1.84 µM] | -17
CN(CC(=O)Nc1ccccc1C(F)(F)F)C(=O)CC1OC(=O)c2ccccc21 (centres undefined) | -11% | -22% | 2% | 5% | -39% | 10% | -3% | 2% | 10% | -18% | -4
COc1ccc(NC(=O)Cn2nnc(C(=O)NCc3cccs3)c2N)cc1Cl | -2% | u | -3% | -2% | 1% | -2% | 2%[0.46 µM] | 13% | -9% | 0% | -11
O=C(CCN1C(=O)COc2ccccc21)NCCCN1CCN(c2ccc(F)cc2)CC1 | 0% | -6% | -4% | -2% | 1% | 0% | -1% | -3% | -7% | -29% | 3
Nc1c(C(=O)Nc2ccc3c(c2)OCCO3)nnn1Cc1cccc(Cl)c1 | x | x | u | u | x | u | x | 12% | u | 3.2µM* | u
COc1ccc(OC)c(N(CC(=O)N2CCCC2)S(=O)(=O)c2ccccc2)c1 | -21% | -2% | 0% | 0% | -4% | 0% | -1% | 4% | 6% | -7% | -3
CC12CC3CC(C)(C1)CC(CN)(C3)C2 | -10% | u | 4% | 3% | 3% | 4% | -1% | -3% | 8% | -40% | -16
CCOc1ccc(C(CC(=O)O)NC(=O)Cc2ccc(Cl)cc2)cc1 (centres undefined) | 0% | 11% | 0% | -2% | 12% | -2% | x | 0% | -5% | -12% | 4
O=C(O)CC(c1ccc(Cl)cc1)n1cccc1 (centres undefined) | -10% | x | -2% | -2% | -1% | 6% | -4% | -1% | 3% | 0% | -2
CCOC(=O)CSc1nnc(NC(=O)CN2CCCCC2)s1 | 1% | u | -2% | 1% | 12% | 1% | x | -1% | 10% | -23% | 16
CCOc1ccc(-c2cc(C(=O)NN3CCN(C)CC3)c3cc(Cl)ccc3n2)cc1 | -5% | -21% | -4% | -23% | 15% | 1% | 10% | 1% | 6% | x | x
COc1ccccc1C(=O)NCC(=O)N1CC=C(c2ccccc2)CC1 | x | x | -4% | u | x | -9% | x | -1% | 3% | -17% | 0
O=C(COC(=O)C1CC(=O)N(Cc2ccco2)C1)c1ccc(OC(=O)c2ccccc2)cc1 (centres undefined) | -29% | -8% | -4% | u | u | 1% | 1% | -2% | u | 25% | -1
O=C(NCc1ccccc1)C(=O)NCC1OCCN1C(=O)c1cccs1 (centres undefined) | -3% | -2% | -3% | 3% | 20% | -7% | -2% | 3% | 6% | -2% | -2
CCOc1ccc2oc(C(=O)Nc3ccc4c(c3)OCO4)c(C)c2c1 | -10% | 50%[activator] | 3.2µM* | 5.4µM* | 18% | 2.8µM* | -13% | u | u | 2.8µM* | 7
CCOC(=O)c1cc(-c2cccnc2)nn1-c1ccccc1 | -2% | -19% | -2% | -1% | -3% | -5% | -4% | 3% | -4% | -1% | -13
CC(=O)Nc1sc2c(c1C(=O)N1CCOCC1)CCCCC2 | 1% | 11% | -4% | 6% | -25% | -5% | 8% | -1% | 0% | 19% | 17
CC(=O)N1N=C(c2cccc(Br)c2)OC12CCCC2 | 2% | u | -3% | -19% | -25% | -4% | 5% | -5% | -4% | -1% | -24
O=C(O)CCC(=O)c1ccc2c(c1)OCCO2 | -3% | 1%[11.7 µM] | 1% | -14% | -11% | 6% | u | 0% | 6% | 0% | -24
COCCCNC(=O)c1ccc(N2CCCC2)c(NS(=O)(=O)c2ccc(C)cc2)c1 | -11% | -7% | 8% | -4% | 17% | -4% | -6% | 7% | u | 21% | -8
Cn1nnc2cc(NC(=O)N3CCN(c4ccccn4)CC3)ccc21 | 0% | -5% | -5% | 1% | 0% | 1% | 2% | -1% | -22% | 0% | 18
O=C(CC1OC(=O)c2ccccc21)NCC1COc2ccccc2O1 (centres undefined) | x | x | 1% | 3% | x | -2% | x | 1% | -1% | -10% | -4
CCn1c(SCC(=O)Nc2oc(-c3ccccc3)c(-c3ccccc3)c2C#N)nnc1-c1cc(OC)cc(OC)c1 | -7% | -2% | -3% | 3% | 5% | -3% | -9% | 1% | -1% | -29% | 1
O=c1n(-c2ccccc2)c(=O)n2n1CCC2 | -2% | 1% | -1% | 5% | 18% | 1% | 3% | 0% | 8% | -6% | 2
O=C(O)[C@@H]1Cc2ccccc2N1 | 6% | x | 0% | -9% | -10% | -1% | 4% | -4% | 0% | -31% | -3
COCCn1c(=N)c(C(=O)NCc2ccco2)cc2c(=O)n3ccccc3nc21 | -1% | 14% | -3% | 0% | -3% | 2% | -1% | -3% | -1% | -14% | 0
COc1ccccc1NC(=O)CCSc1nnc(-c2ccco2)o1 | 4% | 8% | -2% | 1% | 15% | 3% | -3% | 14% | -1% | 6% | -13
CCCCNC(=O)CSc1nc2cc3c(cc2c(=O)n1CCC(=O)NCCc1ccc(OC)c(OC)c1)OCO3 | -9% | 6% | 0% | -2% | -14% | 5% | 4% | 0% | -1% | -22% | -29
COc1cccc(N2CCN(CC(=O)Nc3ccccc3C(=O)NCc3ccccc3)CC2)c1 | x | x | -1% | -1% | x | -8% | x | -1% | -3% | -39% | -9
COc1cccc(-n2c(Cc3cc(=O)[nH]c(=O)[nH]3)nnc2SCC(=O)N2CCCC2)c1 | -8% | 1% | 0% | 9% | 8% | -7% | -2% | -5% | 4% | 39% | -10
CCn1cc(CNCc2ccc(OCC(O)CN(C)Cc3ccccc3)cc2)cn1 (centres undefined) | 3% | -4% | -3% | 0% | 2% | -1% | -6% | -7% | 4% | 0% | 11
COCCNC(=O)CN(CCc1ccccc1)S(=O)(=O)c1ccc(OC)cc1 | 5% | -9% | 0% | 0% | 10% | 5% | 4% | -2% | 2% | 0% | -1
Cn1nc(C(=O)Nc2cccc(S(=O)(=O)N3CCCCC3)c2)c2ccccc2c1=O | x | x | -13% | 1% | x | -9% | x | 0% | -8% | -68% | 8
O=C(O)c1cccc(NC(=S)NC(=O)c2ccncc2)c1 | -4% | 4% | -1% | u | -11% | 2% | 3% | 4% | 2% | 16% | 16
Cc1ccc(C)c(S(=O)(=O)N2CCCC2CNC(=O)C(=O)NCCc2ccccc2)c1 (centres undefined) | x | x | -1% | 4% | x | -4% | x | -9% | -14% | -53% | -4
CCC(=O)NS(=O)(=O)c1ccc(N=NN2CCCCC2)cc1 | 9% | -3% | -1% | -5% | -3%[10 µM] | 1% | -9% | 2% | 0% | 0% | -8
CN(C1CCCCC1)S(=O)(=O)c1ccc(NC(=S)NC(=O)c2cccs2)cc1 | u | -20% | -7% | 3% | 5.6µM* | -6% | -4% | -12% | 6% | -47% | 43[activator]
